# Bioassay records (PubChem BioAssay)
# KOR beta-arrestin-1 = kappa opioid receptor blockers – cell-based, luminescence, uHTS (AID 1778); KOR beta-arrestin recruitment, luminescence, antagonist mode; higher % means a stronger effect; inhibition, % at 10 µM; hits with a dose series show IC50 in µM; 0.091% of 290,000 active; further: strong numbers were not always called active
# West Nile virus CPE = inhibition of WNV-induced cytopathic effect – cell-based, CPE readout (AID 1621) | West Nile virus-infected cells, CPE inhibition; higher % means a stronger effect | CPE inhibition, % at 10 µM; hits with a dose series show IC50 in µM | 0.02% of 290,000 active; in the data active means a potency from the dose series; inconclusive means CPE inhibition mostly from about 3.7% at the one dose, without a potency; inactive means the rest, 99 in 100 with CPE inhibition below about 2.2%; further: strong numbers were not always called active
# HEK293 NOD2/NF-kB = inhibition of NOD2-driven NF-kB reporter – cell-based, luminescence, uHTS, HEK293 (AID 1566); 0.63% of 290,000 active; inhibition, % at 4 µM, or EC50 in µM where a hit was titrated; HEK293 NOD2/NF-kB luciferase reporter, luminescence; higher % means a stronger effect; further: many of its hits are not listed in these tables
# NS5 inhibitors = flavivirus cap methylation enzyme inhibition – biochemical, confirmation dose response, primary screen (AID 588689); inhibition, % at 25 µM, or IC50 in µM where a hit was titrated; 0.3% of 340,000 active; Dengue-2 NS5 methyltransferase capping enzyme assay, biochemical; higher % means a stronger effect; in the data active means a potency from the dose series; inconclusive means inhibition above about 29% without an active follow-up result
# AID2073 = disruptors of CaV2.2 binding to Mint1 – biochemical, HTRF (AID 2073); HTRF protein-protein interaction, Mint1-CaV2.2; higher % means a stronger effect; inhibition, % at 20 µM, or IC50 in µM where a hit was titrated; 0.19% of 290,000 active; in the data active means inhibition mostly above about 51%, no sharp cut-off; inconclusive means no clear call, values can overlap the other calls; inactive means mostly below about 53%; further: some results filed as inactive read as strong as hits
# KOR beta-arrestin-2 = KOR agonists, beta-arrestin recruitment, primary screen, cell-based, luminescence, uHTS (AID 1777). KOR beta-arrestin recruitment, luminescence; higher % means a stronger effect. activation, % at 10 µM, or EC50 in µM where a hit was titrated. 0.02% of 280,000 active; in the data active means activation above about 50%, passing the limit was not always enough; further: a part of the inactive calls stands beside numbers as strong as those of hits
# Yfh1-off respiration = enhancers of respiration in Yfh1-depleted yeast, dose response, Friedreich's ataxia, plus single-dose screen (AID 1465); S. cerevisiae Yfh1-off respiration, WST-1 reduction, 72 h; higher fold induction means a stronger effect; 0.074% of 220,000 active; fold induction at 50 µM; hits with a dose series show EC50 in µM;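 active means fold induction of absorbance versus untreated yeast above a set limit, then at least 30% activation at any dose in follow-up; inconclusive means repeats straddling the limit, or above it without dose testing; inactive means fold induction below the set limit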;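 further: activators that raise dye reduction in frataxin-depleted yeast; strong numbers were not always called active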
# NOD1 inhibition = NOD1 signaling inhibitors, primary screen, cell-based, luminescence, uHTS (AID 1578); NOD1-driven NF-kB luciferase reporter cells, luminescence; higher % means a stronger effect; one-dose inhibition, % at 4 µM; EC50 in µM for titrated hits; 1% of 290,000 active; in the data active means inhibition mostly above about 36%, no sharp cut-off; inactive means mostly below about 34%;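 further: HEK-293T reporter cells stimulated with the NOD1 agonist gamma-tri-DAP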
# HIV fusion peptide = inhibitors of HIV fusion peptide binding, primary screen, biochemical, uHTS, fluorescence dequenching (AID 1986); cell-free peptide binding, fluorescence dequenching, 30 min; higher % means a stronger effect; inhibition, % at 20 µM; hits with a dose series show IC50 in µM; 0.3% of 290,000 active; in the data active means inhibition mostly above about 52%, no sharp cut-off; inactive means mostly below about 76%; further: some results filed as inactive read as strong as hits
# NS5 inhibitors pilot replicate = also measured in NS5 inhibitors; calls as there; inhibition, %; measured here: pilot screen replicate inhibition
# Active calls of the source: *; i = inactive; u = inconclusive; x = no result given; [ ] = dose if it differs, or a comment. Unless noted, no stated cut-off is given here; in the data, active means inhibition above about 50%; inactive means the rest.
SMILES,KOR beta-arrestin-1,West Nile virus CPE,HEK293 NOD2/NF-kB,NS5 inhibitors,AID2073,KOR beta-arrestin-2,Yfh1-off respiration,NOD1 inhibition,HIV fusion peptide,others
O=C(Cc1cccc2ccccc12)NNC(=O)c1cccs1,3%,0.6%,4%,4%,-4%,2.2%,i,-27%,-0.8%,
O=C(CN1CCOC1=O)N1CCCC(Nc2ccc(F)c(F)c2)C1 (configuration not stated),-4%,-0.4%,3%,1%,8%,0.2%,x,-30%,0.6%,
CC(C)c1ccc(C(O)c2cnc(C(C)C)n2C)cc1 (configuration not stated),34%,-0.2%,-10%,-7%,6%,0.6%,i,-24%,-0.7%,
CCC(=O)N1CCc2nc(-c3ccccc3)sc2C1,26%,-1.9%,-26%,-7%,6%,-4.8%,x,-20%,-1.1%,
CCN(Cc1ccncc1)Cc1nc(CC2CC2)no1,12%,-0.7%,25%,-4%,12%,-0.9%,i,-9%,-0.9%,
CCOc1ccccc1NC(=O)Nc1ccc2c(c1)CCC2,-36%,-0.6%,-7%,-7%,13%,7.6%,x,-24%,2.8%,
NC(=O)c1ccc(NC(=O)c2cncn2-c2ccccc2)cc1,-29%,0.4%,-22%,-2%,8%,0.0%,x,4%,-1.7%,
S=C(NCCc1c[nH]c2ccccc12)NC1CCCC1,-11%,-1.1%,7%,-3%,-7%,-0.9%,i,-9%,-0.5%,
Cn1c(NCc2ccco2)nc2ccccc21,-12%,0.1%,-11%,-8%,-4%,1.3%,i,-22%,1.4%,
O=S(=O)(c1cnccc1N1CCN(/N=C/c2ccc(Br)cc2)CC1)N1CCCCC1,-36%,-0.2%,3%,-6%,-15%,8.1%,i,x,-4.6%,
COc1ccccc1CNC(=O)Nc1cccs1,6%,0.8%,14%,-9%,77%,1.2%,i,-19%,5.2%,
CC(C)CC1CCCCC1OC(=O)C[N+]1(C)CCCCC1 (configuration not stated),12%,0.6%,-6%,0%,-2%,-1.4%,i,10%,-3.2%,
CCC1CCC(C(=O)NNC(=O)c2cc(-c3ccco3)[nH]n2)CC1 (configuration not stated),-1%,-0.2%,2%,-5%,20%,-3.1%,i,-28%,21%,
Cc1ccccc1CNC(=O)CC1C(=O)NCCN1CC1CCCCC1 (configuration not stated),-21%,-0.6%,22%,-1%,6%,-7.4%,i,-19%,-0.8%,
FC(F)(F)c1cnc(Sc2ncn[nH]2)c(Cl)c1,5%,0.9%,5%,-2%,13%,-4.5%,i,-28%,-1.0%,
CC(=O)Nc1cc(NC(C)=O)cc(C(=O)OCC(=O)Nc2ccc(S(=O)(=O)NC3=NCCCCC3)cc2)c1,29%,1.5%,-4%,-1%,23%,-1.2%,x,-30%,-2.4%,
COc1cc(NC(=O)c2ccccc2OCc2ccccc2)cc(OC)c1OC,-43%[20 µM],0.3%,-16%,3%,20%,8.8%,x,-4%,0.0%,NS5 inhibitors pilot replicate=2.4
CCCCCc1cc(=O)oc2c(C(CCN(CC)CC)c3ccc(N(C)C)cc3)c(OC)cc(OC)c12 (configuration not stated),14%,-1.6%,-3%,0%,2%,-2.3%,i,-2%,-2.4%,
CC1(c2ccccc2)CC(C)(C)N2C(=O)C3(C(C#N)=C(N)Oc4cc(O)ccc43)c3cccc1c32 (configuration not stated),-25%,u,-12%,-6%,-2%,3.8%,i,-34%,-2.4%,
CC(C)(CNC(=O)COc1ccccc1Cc1ccccc1)N1CCOCC1,-18%,-1.2%,10%,-6%,-9%,12%,i,0%,1.4%,
O=C(NCc1ccco1)c1ccc2c(c1)C(=O)N(C1CCCCC1)C2=O,14%,0.0%,16%,-10%,-1%,-2.5%,i,x,-3.2%,
Cc1cccc(C(=O)NCCCn2ccnc2)c1C,-1%,-0.2%,24%,-1%,12%,-6.3%,x,3%,-1.1%,
Cc1ccc(C)c(Cn2c(=O)n(CCCC(=O)NCc3ccco3)c(=O)c3ccccc32)c1,12%,-1.1%,10%,-1%,6%,1.3%,i,-3%,2.5%,
CCCC(=N)C1=C(O)CC(CC(C)SCC)CC1=O (configuration not stated),-29%,0.3%,2%,x,2%,-2.0%,i,12%,-2.6%,

# Reprinted from the results shown (3 entries):
SMILES,KOR beta-arrestin-1,West Nile virus CPE,HEK293 NOD2/NF-kB,NS5 inhibitors,AID2073,KOR beta-arrestin-2,Yfh1-off respiration,NOD1 inhibition,HIV fusion peptide,others
O=C(NCc1ccco1)c1ccc2c(c1)C(=O)N(C1CCCCC1)C2=O,14%,0.0%,16%,-10%,-1%,-2.5%,i,x,-3.2%,
Cc1cccc(C(=O)NCCCn2ccnc2)c1C,-1%,-0.2%,24%,-1%,12%,-6.3%,x,3%,-1.1%,
Cc1ccc(C)c(Cn2c(=O)n(CCCC(=O)NCc3ccco3)c(=O)c3ccccc32)c1,12%,-1.1%,10%,-1%,6%,1.3%,i,-3%,2.5%,

# Next part:
SMILES,KOR beta-arrestin-1,West Nile virus CPE,HEK293 NOD2/NF-kB,NS5 inhibitors,AID2073,KOR beta-arrestin-2,Yfh1-off respiration,NOD1 inhibition,HIV fusion peptide,others
CCNC(=O)c1c(NC(=O)c2cc(-c3cc(C)ccc3O)n[nH]2)sc2c1CCCC2,-15%,-0.3%,-64%,-1%,10%,1.2%,i,-20%,2.9%,
COc1ccccc1NC(=O)Cn1c(CCC(=O)O)ccc1-c1ccc(C)cc1,-13%,-0.1%,-4%,-5%,7%,7.0%,i,-33%,10%,
Cc1cccc(NC(=S)NNC(=O)c2sccc2C)c1,-41%,0.3%,-50%,8%,-9%,3.6%,i,-61%,-1.1%,
CCC1Oc2ccc(C)cc2N(CC(=O)NCCCN2CCCCC2CC)C1=O (configuration not stated),32%,-0.6%,1%,-2%,2%,-2.3%,i,-19%,2.2%,
O=C1COc2ccc(S(=O)(=O)N3CCN(c4ccccc4)CC3)cc2N1,-34%,0.0%,2%,-7%,3%,-1.8%,x,-2%,5.8%,
CC1CCC/C(=C\Nc2ccc(O)cc2)C1=O (configuration not stated),8%,1.1%,3%,60%,-19%,-9.4%,i,-29%,-3.2%,NS5 inhibitors pilot replicate=0.0
COc1ccc(-c2nnc(SC(C)C(=O)Nc3ccc4c(c3)OCCO4)o2)cc1 (configuration not stated),-31%,-0.8%,-44%,-1%,-2%,0.4%,i,-26%,0.1%,
O=C(CSc1n[nH]c(-c2ccccc2)n1)Nc1ccc(Br)cn1,6%,0.5%,26%,0%,-2%,4.9%,i,-22%,0.8%,
CCc1nc(SCC(=O)Nc2ccccc2OC)c2c(C)c(C)sc2n1,-3%,-0.4%,13%,5%,8%,4.7%,x,18%,0.3%,
Brc1ccc(OCCN2CCOCC2)cc1,-22%,0.4%,-17%,-1%,14%,-4.1%,x,-59%,2.3%,
Cc1ccc(-c2csc(NC(=O)c3ccc(Br)cc3)c2C(=O)O)cc1,0%,-0.2%,9%,14%,26%,-0.7%,x,7%,52%,
CCC1CSC(Nc2ccc(C(=O)/C=C/c3ccc(OC)c(OC)c3)cc2)=N1 (configuration not stated),-20%,2.8%,6%,-5%,6%,4.9%,i,61%,3.4%,
Cc1nn(Cc2ccccc2Cl)c2sc(C(=O)OC3CCCC3=O)cc12 (configuration not stated),-32%,-0.3%,14%,1%,25%,-10%,i,15%,-1.1%,
COc1cccc(CCc2nnc(CCC(=O)NC(C)Cc3cccs3)o2)c1 (configuration not stated),-4%,0.0%,0%,-8%,-3%,0.2%,i,-9%,-0.7%,
CCOC(=O)CCSCC(=O)Nc1nnc(C)s1,28%,-0.1%,10%,2%,0%,-6.6%,i,-4%,-2.1%,
O=S(Cc1ccc(Cl)cc1)CC(O)COc1ccc(Cl)cc1 (configuration not stated),-3%,-1.0%,11%,-3%,-10%,5.4%,i,-2%,-5.0%,
COC(=O)C(C)NC(=O)CNS(=O)(=O)c1ccc(F)cc1 (configuration not stated),-15%,-0.1%,9%,1%,6%,-2.9%,i,-22%,-0.4%,
Cc1c(Cl)c(C(=O)NC2C3CC4CC(C3)CC2C4)nn1C (configuration not stated),8%,2.8%,13%,1%,1%,-3.0%,i,-20%,-1.2%,NS5 inhibitors pilot replicate=-2.0
COc1cc2c(cc1NC(=O)C(C)N1CCN(S(=O)(=O)c3ccccc3[N+](=O)[O-])CC1)oc1ccccc12 (configuration not stated),-19%,-0.9%,16%,-5%,2%,-4.0%,i,-3%,-1.0%,
COCCCn1c(=O)c2sccc2n(Cc2ccccc2C)c1=O,2%,-1.0%,12%,-7%,3%,4.0%,x,15%,-1.3%,NS5 inhibitors pilot replicate=-4.2
CC(C)c1ccc(NC(=O)c2ccc3c(c2)C(=O)N(Cc2cccnc2)C3=O)cc1,-31%,-0.5%,13%,-1%,11%,5.2%,x,-14%,2.8%,
O=C(COC(=O)c1ccc(O)cc1O)c1ccc2c(c1)OCO2,8%,-0.1%,-2%,-3%,0%,-1.5%,x,-24%,-1.3%,
COc1cc(OC)c(-c2nnc(-c3ccc(OC)c(OC)c3OC)o2)cc1OC,19%,1.8%,18%,0%,37%,-1.6%,i,-18%,1.2%,
CN(C1CCCCC1)S(=O)(=O)c1cccc2nsnc12,-9%,-0.1%,11%,-15%,-4%,-4.8%,x,-21%,-1.6%,
O=S1(=O)CCN2C=C(Br)C=C(Br)C2=N1,-39%,0.5%,5%,-3%,-2%,0.9%,i,6%,11%,
Cc1c(F)cccc1NC(=O)c1ccc2c(c1)CCN2S(C)(=O)=O,29%,-0.5%,-4%,-3%,11%,0.8%,x,2%,-0.5%,
CCc1ccc(NC(=S)Nc2cccc3cnccc23)cc1,-65%,-1.4%,1%,14%,30%,9.0%,i,-13%,2.6%,
O=c1c2ccccc2[nH]c(=S)n1CCN1CCN(Cc2ccccc2)CC1,37%,-0.7%,-5%,-4%,-39%,-1.6%,i,-12%,-2.2%,
O=C(NCCCCNC(=O)c1cccs1)c1cccs1,-23%,-0.8%,7%,-5%,-1%,-0.7%,i,-12%,0.0%,
NCCCC[C@H]1NC(=O)[C@H](CCC(=O)O)NC(=O)c2cc([N+](=O)[O-])cc(I)c2OCC[C@@H](C(N)=O)NC1=O,-7%,0.2%,10%,x,10%,-1.9%,i,-21%,20%,
N#Cc1ccncc1S(=O)c1ccc(Cl)cc1 (configuration not stated),22%,0.4%,2%,-7%,8%,4.9%,x,-1%,-2.5%,
CC(=O)NCCn1c(C)cc2ccccc21,10%,-0.1%,-4%,-4%,-20%,-2.7%,i,-10%,12%,
O=C(COc1ccc(Cl)cc1Cl)Nc1c(-c2cccs2)nc2ccccn12,-15%,1.1%,-8%,-6%,7%,-1.3%,i,-22%,-0.7%,
Cc1ccc(NC(=O)CCNS(=O)(=O)c2ccccc2)c(C(=O)c2ccccc2)c1,-13%,-1.4%,-16%,-4%,2%,-4.8%,i,-1%,2.1%,
c1cncc(CNCc2ccco2)c1,31%,0.1%,2%,-7%,11%,-3.4%,x,-3%,-1.1%,

# An excerpt. The share of hits here may be higher or lower than overall.
